PRC2 inh = blocks human EZH2/PRC2 H3K27 methylation; inhibition, % at 12.5 µM; AID 651548; Q15910; 57,000 compounds, 0.35% hits; DELFIA TRF, 1 h;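 active = mean inhibition of replicates at least 50% and every single replicate also reaching 50%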;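 also: dimethyl H3K27 on biotinylated H3 21-44 peptide detected by antibody; plate controls were median neutral control wells for no effect and median positive control wells for full effect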
IDH1 R132H inh = IDH1 R132H (human) inhibition | 70,000 compounds, 0.18% hits | O75874 | IDH1 R132H reductase, diaphorase/resazurin fluorescence, 60 min | AID 624101 | inhibition, % at 10 µM; in the data active = inhibition above about 34%;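 also: 0% = DMSO and 100% = no enzyme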
Target sequence (O75874 whole entry R132H): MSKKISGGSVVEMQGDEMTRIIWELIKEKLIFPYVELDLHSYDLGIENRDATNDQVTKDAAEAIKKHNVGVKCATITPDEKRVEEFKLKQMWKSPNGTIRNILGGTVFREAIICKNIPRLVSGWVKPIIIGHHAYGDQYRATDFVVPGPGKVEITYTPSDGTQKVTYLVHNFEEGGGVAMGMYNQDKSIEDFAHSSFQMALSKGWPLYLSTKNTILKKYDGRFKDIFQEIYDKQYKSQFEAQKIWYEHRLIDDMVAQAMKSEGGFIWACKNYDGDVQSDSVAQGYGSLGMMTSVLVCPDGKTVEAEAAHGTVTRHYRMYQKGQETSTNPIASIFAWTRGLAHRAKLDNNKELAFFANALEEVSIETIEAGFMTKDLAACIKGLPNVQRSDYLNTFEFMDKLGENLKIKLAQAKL
* = called active by the depositor; nt = not tested or not shown. Some of the compounds tested. The share of hits here may be higher or lower than overall.

Sequence of screens – PRC2 inh	IDH1 R132H inh
CO[C@H]1CN(C)C(=O)c2ccc(NC(C)=O)cc2OC[C@@H](C)N(C(=O)c2cnccn2)C[C@H]1C
  13.0	0.3
COc1ccc(NC(=O)N(C)C[C@@H]2Oc3ccc(NC(=O)Nc4c(C)noc4C)cc3C(=O)N([C@H](C)CO)C[C@@H]2C)cc1
  nt	0.2
CCCn1c2ccccc2c2nnc(SCCC(=O)O)nc21
  -4.8	0.3
C[C@@H]1CCCCO[C@H](CN(C)Cc2ccc3c(c2)OCO3)[C@@H](C)CN([C@@H](C)CO)C(=O)c2cc(NC(=O)Nc3cccc4ccccc34)ccc2O1
  nt	1.8
O=C(CCCN1C(=O)c2ccccc2C1=O)Nc1ccc(Cl)cc1C(F)(F)F
  -7.1	0.6
C=C(C(=O)O)[C@@H]1CC[C@@]2(C)C=CC(=O)[C@@H](CCC3(O)C(=O)C=C[C@]4(C)CC[C@@H](C(=C)C(=O)O)C[C@@H]34)[C@@H]2C1 (stereo not given in full)
  nt	0.2
COc1ccc(NC(=O)Nc2ccc3c(c2)C(=O)N([C@H](C)CO)C[C@H](C)[C@H](CN(C)C(=O)CCC(F)(F)F)OCCCC[C@H](C)O3)cc1
  nt	-0.4
COC(=O)[C@@]1(Cc2ccccc2CN=[N+]=[N-])N=C(c2ccc(OCCCO)cc2)O[C@H]1c1ccccc1N=[N+]=[N-]
  13.3	0.2
CCOc1ccc2nc(SCC(=O)Nc3ccc(Br)cc3F)sc2c1
  22.7	0.2
COc1ccc(S(=O)(=O)N[C@H]2CC[C@@H](CC(=O)N3CCC(Cc4ccccc4)CC3)O[C@@H]2CO)cc1
  5.8	0.1
Cc1ccc(S(=O)(=O)Nc2ccc3c(c2)C(=O)N([C@H](C)CO)C[C@@H](C)[C@H](CN(C)S(=O)(=O)c2ccc(C)cc2)O3)cc1
  nt	-1.4
C[C@H]1CN([C@@H](C)CO)C(=O)c2cccc(NC(=O)c3cnccn3)c2O[C@@H]1CN(C)CC1CCCCC1
  -5.1	nt
C[C@@H]1CCCCO[C@@H](CN(C)S(=O)(=O)c2cn(C)cn2)[C@H](C)CN([C@@H](C)CO)C(=O)c2cc(NS(=O)(=O)c3cn(C)cn3)ccc2O1
  nt	-9.4
Cc1ccc(S(=O)(=O)N(C)C[C@H]2Oc3ncc(C#CCC(C)C)cc3C(=O)N([C@@H](C)CO)C[C@H]2C)cc1
  -16.1	-1.3
C[C@@H]1CCCCO[C@H](CN(C)C(=O)Nc2ccc(F)cc2)[C@@H](C)CN([C@@H](C)CO)C(=O)c2cc(NC(=O)Cc3ccccc3)ccc2O1
  nt	2.9

More results follow.
Sequence of screens – PRC2 inh	IDH1 R132H inh
CO[C@H](CN(C)C(=O)c1ccc2c(c1)OCO2)[C@@H](C)CN([C@H](C)CO)S(=O)(=O)c1ccc(F)cc1
  2.9	-0.1
CNC[C@H]1Oc2c(NS(=O)(=O)c3ccc(Cl)cc3)cccc2C(=O)N([C@H](C)CO)C[C@H]1C
  nt	3.1
Cc1cc(C(F)(F)F)n2ncnc2n1
  28.0	-1.0
C[C@@H]1CN([C@@H](C)CO)C(=O)Cc2cc(NC(=O)Nc3ccccc3)ccc2O[C@H]1CN(C)S(=O)(=O)c1cccs1
  nt	-1.5
C[C@H](CO)N1C[C@H](C)[C@H](CN(C)C(=O)C2CCCCC2)Oc2cc(-c3cncnc3)ccc2S1(=O)=O
  5.3	nt
C[C@@H]1CN([C@@H](C)CO)S(=O)(=O)c2ccc(/C=C/c3ccccc3)cc2O[C@H]1CN(C)C(=O)NC1CCCC1
  nt	4.1
C[C@@H]1CCCCO[C@@H](CN(C)C)[C@@H](C)CN([C@@H](C)CO)C(=O)c2cc(NS(=O)(=O)c3cccs3)ccc2O1
  nt	1.0
C[C@H](CO)N1C[C@H](C)[C@@H](CN(C)S(=O)(=O)c2cn(C)cn2)Oc2c(NC(=O)C3CCCCC3)cccc2C1=O
  nt	0.7
CC(C)NC(=O)Nc1ccc2c(c1)CC(=O)N([C@H](C)CO)C[C@@H](C)[C@H](CN(C)S(=O)(=O)c1ccccc1)O2
  13.7	-0.1
C[C@H](CO)N1C[C@H](C)[C@H](CN(C)Cc2cccc(C(=O)O)c2)Oc2cc(C3=CCCC3)ccc2S1(=O)=O
  nt	0.1
COCCNC(=O)C[C@H]1C[C@@H]2c3cc(NC(=O)NC4CCCC4)ccc3O[C@@H]2[C@H](CO)O1
  -14.1	-0.5
O=C(C[C@@H]1C[C@H]2c3cc(NC(=O)Cc4ccncc4)ccc3O[C@H]2[C@@H](CO)O1)NCc1ccc(-c2ccccc2)cc1
  -20.9	0.2
C[C@@H]1CN([C@@H](C)CO)C(=O)c2cccc(NC(=O)c3cnccn3)c2O[C@@H]1CN(C)S(C)(=O)=O
  nt	7.9
COC(=O)CCCCCCC(=O)N/N=C/c1c(CO)cnc(C)c1O
  -6.5	0.1
C[C@@H]1CN([C@@H](C)CO)C(=O)c2cc(-c3cccc(C#N)c3)cnc2O[C@H]1CN(C)C(=O)c1ccccn1
  -4.7	3.2

Entries of single compounds from above. Screens in order: PRC2 inh, IDH1 R132H inh
C[C@@H]1CCCCO[C@@H](CN(C)C)[C@@H](C)CN([C@@H](C)CO)C(=O)c2cc(NS(=O)(=O)c3cccs3)ccc2O1 reads nt, 1.0
C[C@@H]1CN([C@@H](C)CO)C(=O)Cc2cc(NC(=O)Nc3ccccc3)ccc2O[C@H]1CN(C)S(=O)(=O)c1cccs1 reads nt, -1.5
CNC[C@H]1Oc2c(NS(=O)(=O)c3ccc(Cl)cc3)cccc2C(=O)N([C@H](C)CO)C[C@H]1C reads nt, 3.1

Following part.
Sequence of screens – PRC2 inh	IDH1 R132H inh
C[C@H](CO)N1C[C@H](C)[C@H](CN(C)S(C)(=O)=O)Oc2ccc(NC(=O)CCCN(C)C)cc2C1=O
  2.1	-0.3
Cc1noc(C)c1S(=O)(=O)Nc1ccc2c(c1)C(=O)N([C@@H](C)CO)C[C@@H](C)[C@H](CN(C)S(=O)(=O)c1c(C)noc1C)OCCCC[C@H](C)O2
  nt	0.2
C[C@@H]1CN([C@H](C)CO)C(=O)c2cc(C#CC3CC3)cnc2O[C@H]1CN(C)C(=O)Cc1ccccn1
  -0.1	-1.8
C[C@H]1CN([C@@H](C)CO)C(=O)c2cc(Br)cnc2O[C@@H]1CN(C)C(=O)c1ccccn1
  -19.8	0.4
COc1ccc(S(=O)(=O)N(C)CC(=O)NC2CC2)cc1C
  -22.6	3.8
CC1=C(C(=O)Nc2ccccc2)C(c2ccccc2OCc2ccccc2)n2nnnc2N1 (stereo not given)
  -4.2	2.4
C[C@H](CO)N1C[C@H](C)[C@@H](CN(C)S(=O)(=O)c2cn(C)cn2)Oc2ccc(NC(=O)CCN3CCOCC3)cc2C1=O
  nt	-2.6
Cc1cc(C)nc(NS(=O)(=O)c2ccc(NC(=S)NC(=O)C3CCCC3)cc2)n1
  15.9	1.5
CC(C)(C)C(=O)CSc1nnc(-c2ccncc2)n1-c1ccc(Br)cc1
  -7.3	-0.1
COc1cccc(S(=O)(=O)N[C@@H]2C=C[C@@H](CC(=O)NCc3ccccc3)O[C@@H]2CO)c1
  -4.8	-0.1
CO[C@@H]1CN(C)C(=O)c2cc(NS(=O)(=O)c3ccc(Cl)cc3)ccc2OC[C@H](C)NC[C@H]1C
  -9.1	-0.3
COc1ccc(S(=O)(=O)N[C@@H]2C=C[C@H](CC(=O)NCc3ccccc3F)O[C@@H]2CO)cc1
  -1.8	0.0
CC(C)COC(=O)N(C)C[C@@H]1OCc2cnnn2CCCC(=O)N([C@H](C)CO)C[C@@H]1C
  4.2	1.3
Cc1ccc(Nc2nc(Oc3ccc(OCc4ccccc4)nn3)nc(N3CCOCC3)n2)cc1
  -24.9	-0.3
Cc1cc(C(=O)Nc2cccc3c2O[C@H](CN(C)Cc2ccc(-c4ccccc4)cc2)[C@H](C)CN([C@H](C)CO)C3=O)n(C)n1
  32.8	nt

Next part.
Sequence of screens – PRC2 inh	IDH1 R132H inh
C[C@H](O)c1nc2ccccc2c(=O)[nH]1
  -9.4	-0.2
C[C@@H]1CCCCO[C@H](CN(C)S(C)(=O)=O)[C@@H](C)CN([C@@H](C)CO)C(=O)c2cc(NS(=O)(=O)c3cn(C)cn3)ccc2O1
  nt	-5.3
O=C(N[C@H]1CC[C@@H](CCn2cc(-c3ccccn3)nn2)O[C@H]1CO)c1ccc(F)cc1
  7.0	-0.2
COc1ccc(CN(C)C[C@@H]2Oc3ccc(NC(=O)CCC(F)(F)F)cc3CC(=O)N([C@@H](C)CO)C[C@H]2C)cc1
  -10.1	1.6
C[C@H](CO)N1C[C@H](C)[C@@H](CN(C)C(=O)Nc2ccc(F)cc2)Oc2c(NC(=O)C3CC3)cccc2C1=O
  0.8	-2.3
C[C@@H]1CN([C@@H](C)CO)S(=O)(=O)c2ccc(Br)cc2O[C@H]1CN(C)C(=O)C1CCC1
  15.4	nt
COc1cccc(-c2ccc3c(c2)O[C@@H](CN(C)C(=O)C2CCOCC2)[C@@H](C)CN([C@@H](C)CO)S3(=O)=O)c1
  -11.2	-0.3
COc1ccc(Cl)cc1N(CC(=O)Nc1ccc(F)c(F)c1)S(C)(=O)=O
  -4.5	0.3
Cc1noc(C)c1NC(=O)N(C)C[C@H]1Oc2ccc(N(C)C)cc2C(=O)N([C@@H](C)CO)C[C@@H]1C
  -3.1	-4.5
CO[C@H]1CN(C)C(=O)c2cc(NS(=O)(=O)c3ccc(C)cc3)ccc2OC[C@H](C)N(C)C[C@@H]1C
  4.7	-0.1
O=C(C[C@@H]1C[C@@H]2c3cc(NC(=O)CC4CC4)ccc3O[C@@H]2[C@@H](CO)O1)NCc1ccccn1
  10.1	-0.2
O=C(C[C@H]1C[C@H]2c3cc(NC(=O)Cc4ccncc4)ccc3O[C@H]2[C@@H](CO)O1)NCc1ccccc1
  -2.8	-1.3
O=C(Cc1ccncc1)NCC[C@H]1CC[C@@H](NC(=O)C2CCCC2)[C@@H](CO)O1
  5.2	0.1
C[C@@H]1CN([C@@H](C)CO)C(=O)c2cc(C#C[C@@H](C)O)cnc2O[C@H]1CN(C)C(=O)c1ccccc1F
  9.0	-0.3
COC(=O)C[C@H]1C[C@H]2c3cc(NC(=O)Nc4ccc(C(F)(F)F)cc4)ccc3O[C@H]2[C@H](CO)O1
  -43.3	-0.6

More results
Sequence of screens – PRC2 inh	IDH1 R132H inh
COc1ccc(S(=O)(=O)N(C)C[C@@H]2Oc3ccc(NC(=O)CCN4CCOCC4)cc3CC(=O)N([C@H](C)CO)C[C@@H]2C)cc1
  nt	-3.1
CO[C@@H]1CN(C)C(=O)c2cc(NS(=O)(=O)Cc3ccccc3)ccc2OC[C@@H](C)N(Cc2nccs2)C[C@H]1C
  1.8	0.0
Cc1coc(C)c1C(=O)CC1(O)C(=O)N(CCCC#N)c2ccccc21 (stereo not given)
  -2.0	-0.1
COc1ccc(CN(C)C[C@@H]2Oc3ccc(NS(=O)(=O)c4cn(C)cn4)cc3C(=O)N([C@@H](C)CO)C[C@H]2C)cc1
  5.1	nt
CCCC(=O)Nc1ccc2c(c1)C(=O)N(C)C[C@H](OC)[C@H](C)CN(C)[C@@H](C)CO2
  5.7	0.1
COc1cccc(N(CC(=O)Nc2ccc(Br)cc2F)S(C)(=O)=O)c1
  17.8	0.1
Cc1noc(C)c1NC(=O)Nc1ccc2c(c1)C(=O)N([C@H](C)CO)C[C@H](C)[C@H](CN(C)Cc1ccc(C(F)(F)F)cc1)O2
  -6.1	2.0
Cc1ccc(S(=O)(=O)N(C)C[C@H]2Oc3c(NS(=O)(=O)c4cn(C)cn4)cccc3C(=O)N([C@H](C)CO)C[C@H]2C)cc1
  nt	-1.2
Cc1noc(C)c1NC(=O)N(C)C[C@H]1OCCCC[C@H](C)Oc2ccc(NS(=O)(=O)c3ccccc3)cc2C(=O)N([C@@H](C)CO)C[C@H]1C
  nt	-0.1
C[C@@H]1CN([C@@H](C)CO)C(=O)c2cc(C#CCc3ccccc3)cnc2O[C@@H]1CN(C)Cc1cccnc1
  1.8	0.0
CCCN(C)C[C@H]1Oc2ncc(C#Cc3ccc(OC)cc3)cc2C(=O)N([C@H](C)CO)C[C@H]1C
  -14.6	0.0
C=C1CC(O)C2C(=C)C(=O)OC2C2C(=C)C(OC3OC(CO)C(O)C(OC(=O)/C=C/c4ccc(O)c(O)c4)C3O)CC12 (stereo not given)
  76.3*	-1.3
Cn1c(=O)c2c(nc(NCCCO)n2C/C=C/c2ccccc2)n(C)c1=O
  8.6	0.7
O=C(C[C@H]1CC[C@@H](NC(=O)Nc2ccc3c(c2)OCO3)[C@@H](CO)O1)NCc1ccc(F)cc1
  4.5	-0.4
C[C@@H]1CN([C@@H](C)CO)C(=O)c2cc(Br)cnc2O[C@@H]1CN(C)C(=O)C1CCOCC1
  nt	19.2

The list goes on:
Sequence of screens – PRC2 inh	IDH1 R132H inh
CCn1c(SCC(=O)N2CCc3ccccc32)nnc1-c1ccc([N+](=O)[O-])cc1
  -11.2	0.1
Cc1noc(C)c1NC(=O)N[C@H]1CC[C@@H](CC(=O)N2CCCCC2)O[C@@H]1CO
  2.7	0.0
C[C@@H]1CN([C@H](C)CO)C(=O)c2cc(-c3ccccc3F)cnc2O[C@@H]1CN(C)C
  -7.9	-2.7
C[C@H](CO)N1C[C@H](C)[C@@H](CN(C)C(=O)OCc2ccccc2)OCc2cnnn2CCCC1=O
  4.6	-0.9
O=C(C[C@@H]1CC[C@@H](NS(=O)(=O)c2ccccc2F)[C@H](CO)O1)NCCCN1CCOCC1
  7.9	0.3
C[C@@H]1CN([C@H](C)CO)C(=O)Cc2cc(NS(=O)(=O)c3cn(C)cn3)ccc2O[C@H]1CN(C)Cc1ccc(C(F)(F)F)cc1
  5.1	0.8

Another view of part of the listing above.
compound | PRC2 inh | IDH1 R132H inh
C[C@@H]1CN([C@H](C)CO)C(=O)c2cc(-c3ccccc3F)cnc2O[C@@H]1CN(C)C | -7.9 | -2.7
C[C@H](CO)N1C[C@H](C)[C@@H](CN(C)C(=O)OCc2ccccc2)OCc2cnnn2CCCC1=O | 4.6 | -0.9

Screening results deposited in PubChem by Broad Institute.
